# GalR3 antagonist = human GalR3 antagonism; O60755; HEK293 GalR3-CNG cAMP membrane potential fluorescence; galR3 body fused to GalR1 C-terminus; inhibition, % at 3 µM; 0.44% of 360,000 active;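 active means inhibition above the screen-wide average plus 3 SD, cut at about 13% in these data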;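 further: forskolin and galanin both at EC90 stimulate the cells; cAMP rise reported by CNG channel membrane potential dye signal; 0% = forskolin plus galanin with DMSO and 100% = forskolin alone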
# Target sequence (O60755 1-299 limits assumed): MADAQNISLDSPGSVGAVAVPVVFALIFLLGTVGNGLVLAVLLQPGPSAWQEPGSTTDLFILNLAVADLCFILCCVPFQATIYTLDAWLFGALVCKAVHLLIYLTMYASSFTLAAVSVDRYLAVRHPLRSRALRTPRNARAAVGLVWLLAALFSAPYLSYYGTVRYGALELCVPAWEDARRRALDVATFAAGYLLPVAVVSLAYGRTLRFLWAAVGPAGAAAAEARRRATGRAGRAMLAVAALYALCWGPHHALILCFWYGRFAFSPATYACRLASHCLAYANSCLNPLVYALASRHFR
# IDE cell activ = activators of human insulin-degrading enzyme in cells; P14735; HEK cells, FAbeta-B cleavage, fluorescence polarization; 0% vehicle, 100% cell-free pure enzyme wells; activation, % at 5.96 µM; 0.073% of 340,000 active;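 active means activation above the mean of all tested compounds plus 3 SD, set per screening campaign, cut at about 17% in these data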
# IDE inh = inhibits human insulin-degrading enzyme in HEK cells; P14735; FAbetaB cleavage, fluorescence polarization; inhibition, % at 5.59 µM; 0.41% of 320,000 active;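 active means percent inhibition above the average of all tested compounds plus 3 SD, set per screening campaign, cut at about 16% in these data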;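 further: IDE supplied by intact live HEK cells; FP after avidin binding of uncleaved biotin substrate so inhibition keeps polarization high; 0% = DMSO wells and 100% = 60 µM reference IDE inhibitor Ii1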
# VIM-2 inh = blocks Pseudomonas aeruginosa VIM-2 metallo-beta-lactamase; inhibition, % at 5.6 µM; purified VIM-2, nitrocefin hydrolysis, epi-absorbance fluorescence; 0.89% of 290,000 active;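 active means inhibition above the mean of all tested compounds plus 3 SD, cutoff set per screening run, cut at about 7.5% in these data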;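 further: red hydrolysis product quenches plate fluorescence so inhibitors raise well fluorescence; 0% = enzyme with DMSO and 100% = DMSO without enzyme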
# UBC9 SUMO inh = blocks human SUMOylation mediated by UBC9; inhibition, % at 35 µM; 0.36% of 290,000 active; P63279; HTRF SUMOylation assay, SAE1/SAE2 + UBC9, in vitro; in the data active means inhibition above about 50%, passing the limit was not always enough; further: strong numbers were not always called active
# Target sequence (P63279 whole entry, looked up): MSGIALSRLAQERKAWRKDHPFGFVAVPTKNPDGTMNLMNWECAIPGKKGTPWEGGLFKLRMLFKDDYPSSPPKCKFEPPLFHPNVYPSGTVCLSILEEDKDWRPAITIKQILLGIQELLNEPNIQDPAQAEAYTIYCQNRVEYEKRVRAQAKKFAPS
# HCV NS3 hel inh = inhibitors of Hepatitis C virus NS3 helicase; inhibition, % at 10.9 µM; 0.56% of 290,000 active; NS3 helicase DNA unwinding, Cy5 molecular beacon fluorescence; AID 1800;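 active means inhibition above the mean of all tested compounds plus 3 SD, set per campaign, cut at about 35% in these data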;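 further: 0% = DMSO wells and 100% = thioflavine S control wells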
#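 Test system: hepatitis C virus NS3 helicase domain fragment enzyme. Also added: annealed dual-labelled DNA beacon duplex, ATP-started. Timing: 60 min unwinding reaction at 25 °C after ATP addition. Technique: Cy5 fluorescence. Measure: % inhibition of unwinding.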
# IMP-1 inh = inhibitors of Pseudomonas aeruginosa IMP-1 metallo-beta-lactamase; purified IMP-1, nitrocefin hydrolysis, epi-absorbance fluorescence; inhibition, % at 5.6 µM; 0.45% of 290,000 active;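 active means inhibition above the mean plus 3 SD of all compounds in the same screening run, cut at about 4.5% in these data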;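 further: 0% = IMP-1 with DMSO and 100% = DMSO wells lacking enzyme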
#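 System: Purified IMP-1 | Read-out basis: Percent enzyme inhibition | Controls: IMP-1 with DMSO as 0%, enzyme-free DMSO as 100% | Replicates: One well per compound | Doses: 5.6 µM nominal single concentration | Detection: Epi-absorbance fluorescence, 480 nm excitation, 530 nm emission | Incubation: 25 °C, 15 min preincubation, 25 min reaction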
# pCIP destab = compounds decreasing mouse p/CIP protein stability. Q05BA5. F442A p/CIP-EGFP cells, EGFP fluorescence, 16 h. decrease of EGFP signal, % at 10 µM. 0.01% of 290,000 active. AID 1984;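 active means EGFP signal decrease of at least 30% at 10 µM or well 3 SD below plate mean, unless failing retest; inactive means the rest, including hits failing retest or dose response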; further: some compounds called inactive have numbers as strong as hits; many of its hits are not listed in these tables
# CRFBP-R2 block = blocks CRF-induced signaling of the CRF-BP/CRF-R2 complex; HEK293 CRF-R2/CRF-BP, CRF-induced calcium fluorescence; inhibition, % at 11.8 µM; 0.59% of 350,000 active;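 active means inhibition of the ligand-induced calcium signal above about 50% at the single tested concentration, limit read from the data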
# Active calls of the source: *; x = no result given. This is a random part of the collection; about 3.2% have a hit in one of these screens.
CRFBP-R2 block	IDE cell activ	HCV NS3 hel inh	UBC9 SUMO inh	VIM-2 inh	GalR3 antagonist	pCIP destab	IDE inh	SMILES	IMP-1 inh
15	2	5	7	-1.2	3	6	2	Cc1ccc2c(c1)C(C)CC(C)(C)N2C(=O)NC1CCCCC1 (stereo not given)	-1.6
-8	8	-1	-3	-1.3	-4	3	5	Cc1ccc(S(=O)(=O)NC2=NCN(C3CCCCC3)CN2)cc1	-2.6
-1	3	-12	2	-3.1	-5	8	6	Cc1ccc(NC(=O)CN(C)C(=O)CSc2nc3ccccc3c(=O)n2Cc2ccco2)cc1	-0.7
0	-2	-3	17	-2.8	0	4	3	C/C(=N\NC(=O)C(N)=O)c1ccc(OC(F)F)cc1	-3.3
8	4	4	8	41*	-3	2	-4	O=C(CSc1nnc(NC(=O)c2ccccc2F)s1)NCc1ccco1	-1.2
11	1	-20	-4	-0.1	-3	4	-1	CCOc1ccc(C2OC(=O)Cc3cc(OC)c(OC)cc32)cc1 (stereo not given)	-1.2
10	3	-4	27	-3.0	-3	-17	-1	COc1ccc(CCN2C(=O)C(O)=C(C(C)=O)C2c2ccccc2OC)cc1OC (stereo not given)	-3.0
22	6	-1	14	1.6	x	-16	-4	COC(=O)c1ccc(OC)c(Cn2c(=O)n(C)c(=O)c3sccc32)c1	-2.8
6	-3	9	12	-1.9	-8	-1	2	COC(=O)c1cc(S(=O)(=O)NCc2cccs2)c[nH]1	1.1
14	-4	-7	4	-2.6	5	-5	2	CSCCC(Nc1ccc(S(=O)(=O)N2CCOCC2)cc1[N+](=O)[O-])C(=O)OCC(=O)NCC(C)C (stereo not given)	-3.0
2	2	26	-2	1.0	-2	-7	0	COCCN(C(=O)CSc1nnc(-c2ccc(C)cc2)n1N)c1c(N)n(Cc2ccccc2)c(=O)[nH]c1=O	1.6
46	0	9	9	0.5	-4	-7	6	CN(NS(=O)(=O)c1ccc(Br)cc1)c1nc(C(F)(F)F)nc2ccccc12	-3.7
6	3	15	12	-1.8	-1	13	-1	Cc1ccc(NC(=O)NNC(=O)c2cc3ccccc3cc2O)c(C)c1	-2.9
9	0	-1	26	-2.6	-2	0	4	CCOC(=O)CC(=O)Nc1ccc(Br)cc1C(=O)O	-3.5
5	7	1	-4	-1.0	-1	-4	3	COc1ccc(Cl)cc1NC(=O)CCN1C(=O)C2C3C=CC(C4CC34)C2C1=O (stereo not given)	-6.5
-9	2	12	3	-4.0	-5	1	2	CN(C)S(=O)(=O)c1cccc(C(=O)NC2CCCc3ccccc32)c1 (stereo not given)	-5.2
-3	0	1	11	-1.1	-4	-8	1	COc1cccc(C2C3=C(N=C4SCC(=O)N42)c2ccccc2CC3)c1OC (stereo not given)	-1.8
6	4	x	x	x	-3	x	2	CCOC(=O)[C@@H]1[C@H]2COc3cc(OC)ccc3[C@@H]2N2C(=O)N(c3ccc(OC)cc3)C(=O)[C@@]12C	x
-2	-3	2	19	-4.4	1	-14	1	CC(=O)NC1(c2nnnn2CCOC(=O)Nc2ccc(Cl)cc2)CCCCC1	-2.5
-4	4	-8	-6	-1.9	1	-4	4	COc1ccc(N2C(=O)C3CCCN3C2c2ccccc2OC)cc1 (stereo not given)	0.6
-2	3	4	4	-2.1	2	6	2	CC(=O)Nc1ccccc1C(=O)C(=O)Nc1ccc(C)c(C)c1	-3.1
-13	2	-14	17	4.9	-2	-7	-1	CCC(=O)N1N=C(c2ccc(C)cc2)CC1c1ccco1 (stereo not given)	-1.0
-18	-6	11	-13	-1.2	-3	2	-1	COc1ccc(OC)c(NC(=O)CC2SC(=NCc3ccccc3)NC2=O)c1 (stereo not given)	-1.0
3	0	-5	-22	-3.2	-9	-39	x	O=[N+]([O-])c1ccc(N=Nc2ncc[nH]2)cc1	-3.8

# Given as tab-separated lines: part of the list above.
SMILES	CRFBP-R2 block	IDE cell activ	HCV NS3 hel inh	UBC9 SUMO inh	VIM-2 inh	GalR3 antagonist	pCIP destab	IDE inh	IMP-1 inh
CC(=O)NC1(c2nnnn2CCOC(=O)Nc2ccc(Cl)cc2)CCCCC1	-2	-3	2	19	-4.4	1	-14	1	-2.5
O=[N+]([O-])c1ccc(N=Nc2ncc[nH]2)cc1	3	0	-5	-22	-3.2	-9	-39	x	-3.8
COc1cccc(C2C3=C(N=C4SCC(=O)N42)c2ccccc2CC3)c1OC (stereo not given)	-3	0	1	11	-1.1	-4	-8	1	-1.8
COc1ccc(N2C(=O)C3CCCN3C2c2ccccc2OC)cc1 (stereo not given)	-4	4	-8	-6	-1.9	1	-4	4	0.6

# (continued)
CRFBP-R2 block	IDE cell activ	HCV NS3 hel inh	UBC9 SUMO inh	VIM-2 inh	GalR3 antagonist	pCIP destab	IDE inh	SMILES	IMP-1 inh
25	-3	2	15	82*	-3	0	4	Cc1cc(NCCCn2ccnc2)n2c(nc3ccccc32)c1C#N	-3.0
0	-1	x	x	x	-3	x	5	O=C(CCc1nc2ccccc2c(=O)[nH]1)N1CCN(c2ccccc2Cl)CC1	x
-3	6	-18	15	-2.1	-7	-7	4	COc1cccc(NC(=O)C(NCCc2ccc(S(N)(=O)=O)cc2)c2ccccc2)c1 (stereo not given)	-1.0
-12	2	3	7	-5.6	-3	-7	-2	CCNC(=O)CC1C(=O)N(c2ccc(F)cc2)C(=O)N1CCC(C)C (stereo not given)	-3.0
-8	1	2	-4	-4.2	3	-1	3	CCNC(=O)C1CCCN1S(=O)(=O)c1ccc2ccccc2c1 (stereo not given)	-2.3
-10	-1	4	-35	0.2	11	7	-1	Cc1ccc(S(=O)(=O)N(C)c2ccc(OCC(=O)Nc3nc4c(ccc5ccccc54)s3)cc2)cc1	0.4
11	-4	-6	8	-0.1	-5	0	1	CC(C)CNC(=O)C1C2C=CC(C2)C1C(=O)O (stereo not given)	-1.6
3	2	6	20	-2.7	0	-18	9	CN(C)CCCNC(=O)C1CCNCC1	-3.0
14	4	20	4	-0.1	-8	-5	0	CCn1c(SCC(=O)N/N=C/c2ccccc2OCC(=O)O)nnc1-c1ccc(C(C)(C)C)cc1	-2.6
28	-1	-5	16	0.5	-4	0	7	Cc1ccc(-n2[nH]c(C)c(/C=N/n3c(C)nc4ccccc4c3=O)c2=O)cc1	-0.7
0	6	-8	-7	-0.6	-2	2	2	CCCn1c(N)c(Br)c(=O)[nH]c1=O	-1.8
6	2	-6	-10	-3.4	1	1	0	Cc1onc(-c2c(F)cccc2Cl)c1C(=O)N1C=CC(C(F)(F)Cl)=NCC1	-1.3
12	0	-6	26	-1.6	-1	-12	2	CC1CN(C2CCN(S(=O)(=O)c3ccc4ccccc4c3)CC2)CC(C)O1 (stereo not given)	-2.8
1	0	-6	3	-3.1	-8	0	1	COc1ccc(C2(CNC(=O)c3ccccc3)CCCC2)cc1OC	-2.0
-34	-24	-4	5	-1.8	3	0	1	C[C@]12CC[C@@H]3c4cc(O)c(O)cc4CC[C@H]3[C@@H]1CC[C@@H]2O	-0.4
-7	4	1	-5	0.4	-5	3	3	CN(C)S(=O)(=O)c1cccc(NC(=O)c2ccncc2)c1	-1.7
-10	6	-9	-18	-0.2	-3	-8	2	CCSc1nnc(NC(=O)COc2ccc3ccccc3c2)s1	1.1
-35	7	10	-17	-6.7	-12	-11	2	CSCCC(NS(=O)(=O)c1ccc2ccccc2c1)C(=O)OCC(=O)c1ccc(C(C)C)cc1 (stereo not given)	-3.1
-8	8	-3	3	0.6	0	-10	4	C=CCN(C(=O)CNC(=O)c1cccs1)C(C(=O)NC1CCCCC1)c1cccnc1 (stereo not given)	0.6
10	-1	2	2	-2.7	1	-17	-4	COc1ccc2ccccc2c1CN1CCN(C)CC1	-2.8
1	-1	-3	18	-2.8	-3	-11	2	Cc1ccc(S(=O)(=O)N2CCC(C(=O)OC(C)C(=O)NCc3ccc4c(c3)OCO4)CC2)cc1 (stereo not given)	-4.2
-8	-1	-5	33	-1.8	-2	-8	-2	CCCCc1cc(=O)oc2c3c(cc(OCC(=O)NCCCO)c12)OC(C)(C)CC3	-1.0
-14	3	-6	3	-0.8	-2	-2	-3	Cn1c2c(c(=O)n(C)c1=O)C1c3cc(Cl)ccc3OCC1CO2 (stereo not given)	-1.9
10	6	2	16	-2.9	-5	-7	-6	COc1ccc(-n2c(-c3ccccc3)nnc2-c2ccc(Cl)cc2)cc1	-3.2
0	5	x	x	x	-2	x	5	COc1ccc(CCN2CC(C(=O)Nc3ccccc3F)CC2=O)cc1OC (stereo not given)	x
8	0	-1	3	-4.2	-4	8	-6	Cn1c(-c2ccc(Cl)cc2)cnc1N	-3.9
7	3	x	x	x	-5	x	0	CC(=O)[C@@H]1[C@@H](C)N(Cc2ccccc2)C(=O)N[C@H]1c1ccccc1	x
-6	4	19	27	-2.9	-6	-8	-2	COc1ccc(-n2c(SCC(=O)Nc3ccccc3OC)nc(O)cc2=O)cc1	-1.8
-6	-3	5	20	0.8	0	-3	1	O=C(CSc1nnc2c(Cl)cc(Cl)cn12)N1CCN(S(=O)(=O)c2ccccc2)CC1	-1.2
-17	-13	-1	4	-2.3	2	-16	0	CCN(C(=O)COC(=O)c1ccc(S(=O)(=O)N2CCCc3ccccc32)cc1)C1CCS(=O)(=O)C1 (stereo not given)	-1.6
-56	3	8	4	-0.1	-5	-11	5	O=C(N/N=C/c1ccc(-c2ccc([N+](=O)[O-])cc2)o1)[C@H]1C[C@@H]1c1ccccc1	0.1
-25	2	11	-4	-2.6	-5	-1	-5	CC(C)(C)c1cc(NC(=O)Nc2ccc(Cl)cc2Cl)no1	-2.8
-60	-2	-2	-12	-4.2	-7	-24	7	COc1ccc(-n2c(=S)[nH]c3cc(C(=O)NCc4ccc(F)cc4)ccc3c2=O)c(OC)c1	-4.0
8	2	0	7	-1.9	1	4	x	CN(CCc1ccccc1)c1ccc([N+](=O)[O-])cn1	-3.1
8	4	x	x	x	-2	x	-4	CCCCCCC(=O)O	x
-14	2	3	4	-1.1	2	-6	-4	Cc1ccccc1CCN(C(=O)Cn1nnc2ccccc21)C(C(=O)NC(C)(C)C)c1ccsc1 (stereo not given)	-1.8
1	0	2	9	-0.6	1	-8	2	O=C(Nc1ccc2c(c1)CCCN2C(=O)c1ccccc1)c1ccccc1	-2.2
6	12	x	x	x	-7	x	2	C=CCC[C@@H](Cc1ccc(F)cc1)C(=O)OC[C@H](Cc1c[nH]c2ccccc12)NC(=O)[C@@H](CC=C)CC(=O)N[C@H](CO)Cc1ccccc1	x
4	5	-9	-5	-4.5	-4	4	3	O=C(Nc1ccc(Br)cc1)c1ccc(-n2cnnn2)cc1	-5.6
4	0	1	15	-2.0	-2	1	2	COC(=O)c1ccc(C(=O)OC)c(NC(=O)CSc2ccccn2)c1	-0.5
8	-2	-3	13	-0.5	-2	0	5	O=C(CNC(=O)c1ccncc1)N/N=C/c1ccccc1[N+](=O)[O-]	-0.1

# Screening results from PubChem BioAssay.
